# Screens as filed in PubChem BioAssay.
# mouse IAP activators – activators of mouse IAP, confirmation, biochemical, luminescence, single concentration (AID 434970); intestinal alkaline phosphatase [Mus musculus]; purified mouse IAP, CDP-Star luminescence, 30 min; hits give low values; activity change, negative = activation, % at 10 µM; 11,000 tested, 2.9% active; in the data active = activity change below about -85%;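 note: percent relative to enzyme plus DMSO wells and wells without enzyme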
# mouse IAP activators Fold change – also measured in mouse IAP activators; calls as there; activation factor; measured here: IAP activation factor; hits give high values;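 fold luminescence change scaled to plate control wells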
# Active calls of the source: *. Some of the compounds tested; rates above refer to the full screens.
SMILES	mouse IAP activators	mouse IAP activators Fold change
CCN(CC)CCn1c(NCc2ccc(OC)cc2)nc2ccccc21	1	0.99
c1coc(CNc2nc(-c3cccs3)cs2)c1	49	0.51
COCCn1c(SCC(=O)Nc2cc(C)on2)nnc1-c1ccco1	-1	1
O=C1c2cccc(O)c2C(=O)c2c(O)cc(CO)cc21	52	0.48
O=C(O)CCCn1nc(C(F)(F)F)c2c1CCCCC2	-5	1.1
COc1ccc(CCNC(=O)c2ccc(NS(=O)(=O)c3c(C)noc3C)cc2)cc1OC	5	0.95
COCc1cc(C)n(CC(=O)NC(C)c2ccccc2)c(=O)c1C#N (stereo not given)	4	0.96
CCOC(=O)C(C(=O)Nc1ccccn1)C1CCCCC1 (stereo not given)	14	0.86
CC[C@]12c3[nH]c4ccc(OC)cc4c3CCN1C(=O)C(CC(=O)NC/C=C(\C)CCC=C(C)C)C[C@@H]2C(=O)N1CCN(C(=O)c2ccco2)CC1 (stereo not given in full)	-25	1.2
O=[N+]([O-])c1cc(Cl)cc(/C=N/NC(=S)Nc2cc(S(=O)(=O)N3CCOCC3)ccc2Cl)c1O	40	0.6

# Compounds from the list above that have a furan ring, fused or not:
SMILES	mouse IAP activators	mouse IAP activators Fold change
c1coc(CNc2nc(-c3cccs3)cs2)c1	49	0.51
COCCn1c(SCC(=O)Nc2cc(C)on2)nnc1-c1ccco1	-1	1
CC[C@]12c3[nH]c4ccc(OC)cc4c3CCN1C(=O)C(CC(=O)NC/C=C(\C)CCC=C(C)C)C[C@@H]2C(=O)N1CCN(C(=O)c2ccco2)CC1 (stereo not given in full)	-25	1.2

# The list goes on.
SMILES	mouse IAP activators	mouse IAP activators Fold change
N#Cc1cnc(SCC(=O)c2ccccc2)nc1N	17	0.83
NC(=O)CSCc1cccc(Br)c1	-1	1
CCC(=O)Nc1cc(-c2nn3c(C)nnc3s2)ccc1C	-2	1
CCC(C)(C(=O)NC1CCCC1)N(C(=O)CC1NC(=O)NC1=O)c1ccc(C)cc1 (stereo not given)	3	0.97
Cc1ccc(OCCn2cnc3c(N)ncnc32)cc1	7	0.93
O/N=C1/CC/C(=N\O)c2nn(-c3ccccc3)nc21	11	0.89
COc1ccc(N2C(=O)CC(N3CCN(S(=O)(=O)c4c(F)cccc4F)CC3)C2=O)cc1OC (stereo not given)	4	0.96
CN1CCc2c(C#N)c(N3CCCCC3)nc(NCc3ccccc3)c2C1	-7	1.1
CCOC(=O)C1=CN(Cc2ccco2)S(=O)(=O)N(C)C1c1ccc(C(F)(F)F)cc1 (stereo not given)	2	0.98
CCN1CCCC1CNS(=O)(=O)c1cc(Br)cc2c1N(C(=O)C1CC1)CC2 (stereo not given)	4	0.96

# Going on with the list:
SMILES	mouse IAP activators	mouse IAP activators Fold change
CC1=C(C(N)=O)C(c2ccccn2)n2nc(SCc3ccccc3Cl)nc2N1 (stereo not given)	-4	1
COC(=O)/C(C#N)=C/c1ccc(-c2ccc(S(N)(=O)=O)cc2)o1	79	0.21
COc1ccc2[nH]cc(CCNC(=O)CC[C@H]3O[C@@H](n4cc(C)c(=O)[nH]c4=O)C[C@@H]3O)c2c1	5	0.95
CC(=O)c1ccc(-c2ccc(-c3cc(=O)oc4c(C(C)C)ccc(C)c34)cc2)cc1	2	0.98
CCCc1nc2ccc(NC(=O)c3ccco3)cc2c(=O)n1Cc1ccc(Cl)cc1	3	0.97
Cc1sc2nc(SCC(=O)Nc3c(C)n(C)n(-c4ccccc4)c3=O)n(C)c(=O)c2c1C	23	0.77
COC(=O)C1=C(C(=O)OC)C2(OC1c1ccc(Br)cc1)C(=O)c1ccccc1C2=O (stereo not given)	6	0.94
COc1ccc(Cc2n[nH]c(=O)c3ccccc23)cc1OC	3	0.97
CC(C)N(C(=O)[C@H]1C[C@H](CC(=O)NCc2ccco2)C(=O)N2CCc3c([nH]c4ccc(Cl)cc34)[C@]12C)C(C)C	-13	1.1
COc1ccc(NC(=O)C(=O)NCc2ccncc2)c(OC)c1	3	0.97

# (listing goes on)
SMILES	mouse IAP activators	mouse IAP activators Fold change
C=CCn1cc(CN2CCC(C(=O)Nc3cccc(-c4cccc(Cl)c4)c3)CC2)c(C)n1	-274*	3.7*
O=C(c1ccc[nH]1)N1O[C@@H]2C=C[C@H]1C2	5	0.95
O=c1c(O)c(-c2cc(O)c(O)c(O)c2)oc2cc(O)cc(O)c12	75	0.25
O=C(CNC1CCCCCC1)Nc1ccccc1N1CCCCC1	-4	1
Cc1nn(-c2ccccc2)c2sc(C(=O)NCCN3CCOCC3)cc12	1	0.99
O=C(COc1ccc(-c2nnco2)cc1)N1CCN(S(=O)(=O)c2ccc3ccccc3c2)CC1	-3	1
COc1ccc2sc(-c3ccccc3OC)c(-c3ccc(OCCN(C)C)cc3)c2c1	2	0.98
Cc1c(/C=C/C(=O)c2cccs2)cnn1C	-1	1
O=C(c1cccc2ccccc12)N1CCN(c2ccccc2F)CC1	6	0.94
CCc1ccc(NCc2nc3ccccc3c(=O)[nH]2)cc1	11	0.89

# Next section.
SMILES	mouse IAP activators	mouse IAP activators Fold change
O=C(O)c1cn(-c2ccccc2)c(=O)c2ccccc12	4	0.96
O=C1CN(C(=O)c2ccco2)C(c2ccccc2)c2cc(Cl)ccc2N1 (stereo not given)	8	0.92
CCN1N=C(c2cc(Cl)sc2Cl)CSC1=O	-12	1.1
CN1/C(=C\C=Nc2ccccc2)C(C)(C)c2ccccc21	11	0.89
O=C1C2C3C=CC(CO)(O3)C2C(=O)N1c1ccc(-c2ccccc2)cc1 (stereo not given)	-6	1.1
CN1CCCN(C(=O)Cc2c(Cl)cccc2Cl)c2nc3ccccc3nc21	14	0.86
CCc1ccc(C2NC(=S)NC3=C2C(=O)N(c2ccccc2OC)C(c2ccc(CC)cc2)N3)cc1 (stereo not given)	0	1
CCOC(=O)c1cnc2c(-c3ccccc3)cnn2c1N	-1	1
COCC(=O)N/N=C/c1ccc(Sc2nc3ccccc3s2)o1	10	0.9
Cc1oc(-c2ccc(Cl)cc2)[n+]([O-])c1C	0	1

# Other records:
SMILES	mouse IAP activators	mouse IAP activators Fold change
Cc1cn([C@H]2C[C@H](O)[C@@H](CCC(=O)NCCc3c[nH]c4ccccc34)O2)c(=O)[nH]c1=O	-5	1.1
N#CCn1c(C2CCCCC2)nc2ccccc2c1=O	5	0.95
CNC(=O)CCC(=O)Nc1ccc(C(=O)OC)cc1	2	0.98
N#Cc1nc(COc2ccc(Br)cc2)oc1NCCCn1ccnc1	-4	1
OC(Cn1cncn1)(c1ccccc1)c1ccccc1	-8	1.1
O=C1C2C3CC(C(Br)C3Br)C2C(=O)N1c1ccccn1 (stereo not given)	4	0.96
COc1ccc(Nc2nccc3c2nnn3C)cc1	11	0.89
Cc1cc(NC(=O)CCCC(=O)N(CC(=O)NC2CCCCC2)c2ccccc2)no1	7	0.93
CCN(CC)S(=O)(=O)c1cccc(-c2nnc(SCC(=O)c3cc(C)n(C)c3C)o2)c1	23	0.77
O=C(CSc1nc2c(sc3ccccc32)c(=O)n1Cc1ccco1)NCC1CCCO1 (stereo not given)	20	0.8

# Continuation.
SMILES	mouse IAP activators	mouse IAP activators Fold change
CN(C)S(=O)(=O)c1ccc(N2CCCC2)c(C(=O)Nc2ccc(N3CCOCC3)cc2)c1	-13	1.1
O=C1CC[C@@]23CCCN2C(=O)CCCC3C1 (stereo not given in full)	-6	1.1
CC(C)N(C(=O)[C@H]1C[C@H](CC(=O)NCc2ccco2)C(=O)N2CCc3c([nH]c4cc(-c5ccco5)ccc34)[C@]12C)C(C)C	-22	1.2
CCN(CC)S(=O)(=O)c1cccc(C(=O)Nc2cccc(C)c2)c1	6	0.94
O=C(Cn1c(-c2ccccc2Cl)nc2ccccc21)Nc1cccc(Cl)c1	-151*	2.5*
COc1ccc(Cl)cc1NC(=O)CSc1nnc(-c2ccncc2)n1CC1CCCO1 (stereo not given)	6	0.94
CCCc1cc(=O)n2[nH]c(NCc3cccs3)nc2n1	-2	1
Cc1ccc(S(=O)(=O)NCCC(=O)OCn2nnc3ccccc3c2=O)cc1	-10	1.1
CCn1c2ccccc2c2cc(NC(=O)C3CCN(S(=O)(=O)c4cccs4)CC3)ccc21	-53	1.5
Cc1ccc(C2C(C#N)=C(N)Oc3n[nH]c(-c4cccs4)c32)s1 (stereo not given)	23	0.77

# (continued)
SMILES	mouse IAP activators	mouse IAP activators Fold change
O=Nc1c(O)n(Cc2ccc(Cl)cc2)c2ccccc12	4	0.96
CCSc1n[nH]c(=O)[nH]c1=O	6	0.94
COc1cc(CNc2ccccc2Oc2cc(=O)n(C)c(=O)n2C)cc(OC)c1OC	-6	1.1
CCOC(=O)C1=CN(Cc2cccc(F)c2)S(=O)(=O)N(CC)C1c1ccc(C(F)(F)F)cc1 (stereo not given)	6	0.94
Cc1ccc(NC(=O)C2CCN(S(=O)(=O)c3cnc[nH]3)CC2)nc1	7	0.93
CCOC(=O)Nc1cc(C)ccc1OC	-4	1
S=C(NCc1ccccc1)NC1CCCc2ccccc21 (stereo not given)	-87	1.9
O=C1OCCN1C(=O)[C@H]1[C@H](c2ccc(F)cc2)C(c2cccc(Cl)c2)=NN1c1ccc(Br)cc1	-7	1.1
Cc1ccc(C2N(c3nccs3)C(=O)C3CCCN32)cc1 (stereo not given)	4	0.96
CCN(CC)S(=O)(=O)c1ccc2c(c1)nc(SCc1nc3ccsc3c(=O)[nH]1)n2CC	1	0.99

# The list goes on:
SMILES	mouse IAP activators	mouse IAP activators Fold change
CCCN(CCC)S(=O)(=O)c1ccc(NS(C)(=O)=O)cc1	-1	1
Cc1cc(-c2c(C)[nH]n(-c3ccc(Cl)cc3)c2=O)n[nH]1	3	0.97
Cc1ccc(NC(=O)CSCC(=O)O)c(C)c1	-7	1.1
O=C(Cn1cnc2c(NCc3ccccc3)ncnc21)NCCCc1ccccc1	-6	1.1
O=C(COc1cccc(NC(=O)c2ccco2)c1)c1ccccc1	3	0.97
CCOc1ccccc1C(=O)N1CCC(n2nnc3cc(C)ccc32)CC1	2	0.98
COc1ccc2nc(NC(=O)C3CCN(S(=O)(=O)c4cnc[nH]4)CC3)sc2c1	-4	1
CCCc1ccc(C(C)NC(=S)NC2CCCCC2)cc1 (stereo not given)	-19	1.2
CCC(=O)N1CCc2cc(S(=O)(=O)NC(C(=O)NCc3ccc(C)cc3)C(C)C)ccc21 (stereo not given)	5	0.95
Cc1cc(C)c2c(=O)n(-c3ccccc3)[nH]c2n1	3	0.97

# Next compounds
SMILES	mouse IAP activators	mouse IAP activators Fold change
CC(=O)c1cc2c(cc1NC(=O)CN1CCCCCC1)OCO2	-1	1
Cc1ccc(SCCNC(=S)Nc2ccc(C)c(C)c2)cc1	-46	1.5
CC(C)CCNC(=O)c1ccc(C2SCC(=O)N2Cc2ccco2)cc1 (stereo not given)	13	0.87
COc1ccc(N(C)C2=NS(=O)(=O)c3ccccc32)cc1	-2	1
Cc1cc(NC(=O)CCCC(=O)NCc2cccs2)no1	8	0.92
CC(=O)C(C)Oc1ccc2c3c(c(=O)oc2c1C)CCCC3 (stereo not given)	0	1
C#CCOCCOCCOCCNc1nc(N2CCOCC2)nc(N2CCN(C(=O)CCCCCCCCCCNC(=O)[C@H]([C@@H](C)CC)n3cc(CCCCN=C(N)N)nn3)CC2)n1	-137*	2.4*
COc1cccc(/C(O)=C2/C(=O)C(=O)N(CCN3CCOCC3)C2c2cccnc2)c1 (stereo not given)	0	1
c1ccc(N2CCN(c3nc4cc5c(cc4s3)OCCO5)CC2)cc1	-1	1
O=C(c1cccc(S(=O)(=O)N2CCOCC2)c1)N1CCCC1	3	0.97

# Structural class, those above with fluorine (6)
SMILES	mouse IAP activators	mouse IAP activators Fold change
O=C(O)CCCn1nc(C(F)(F)F)c2c1CCCCC2	-5	1.1
COc1ccc(N2C(=O)CC(N3CCN(S(=O)(=O)c4c(F)cccc4F)CC3)C2=O)cc1OC (stereo not given)	4	0.96
CCOC(=O)C1=CN(Cc2ccco2)S(=O)(=O)N(C)C1c1ccc(C(F)(F)F)cc1 (stereo not given)	2	0.98
O=C(c1cccc2ccccc12)N1CCN(c2ccccc2F)CC1	6	0.94
CCOC(=O)C1=CN(Cc2cccc(F)c2)S(=O)(=O)N(CC)C1c1ccc(C(F)(F)F)cc1 (stereo not given)	6	0.94
O=C1OCCN1C(=O)[C@H]1[C@H](c2ccc(F)cc2)C(c2cccc(Cl)c2)=NN1c1ccc(Br)cc1	-7	1.1

# Later entries
SMILES	mouse IAP activators	mouse IAP activators Fold change
CC(C)C(OC(=O)c1ccco1)C(=O)NCc1cccs1 (stereo not given)	-14	1.1
COc1ccc(OC)c2c1C(=O)c1ccccc1C2=O	12	0.88
S=C(NCCNCc1ccccc1)NC1CCCCC1	-18	1.2
Nc1cccc(NC(=O)c2cccs2)c1	8	0.92
CCn1nccc1C(=O)Nc1cc(Cl)cc(Cl)c1	-3	1
CCOC(=O)c1c(NC(=O)CSc2nnc(-c3cccnc3)n2Cc2ccco2)sc(C)c1C	5	0.95
CC(C)Cn1c(N)c(C(=O)COC(=O)c2nccnc2N)c(=O)n(C)c1=O	-5	1.1
Nc1nc(-c2nc3ccccc3[nH]2)cs1	9	0.91
CC(=O)Nc1cccc(NC(=O)c2cc3ccccc3o2)c1	0	1
Cc1cc(N2O[C@]34C=C[C@]25C[C@@H](O)CC[C@]5(C)C3CC[C@]2(C)[C@@H]([C@H](C)/C=C/[C@H](C)C(C)C)CC[C@H]24)no1 (stereo not given in full)	-61	1.6

# Next entries.
SMILES	mouse IAP activators	mouse IAP activators Fold change
CC(NS(=O)(=O)c1ccccc1)C(=O)Nc1nccs1 (stereo not given)	1	0.99
O=C(O)Cn1nnn(-c2ccccc2)c1=S	6	0.94
Cc1c(C(=O)N2CCOCC2)oc2ccc(S(=O)(=O)N3CCCC3)cc12	-6	1.1
CCN1CCc2c(C#N)c(N3CCCCC3)nc(NCc3ccccc3)c2C1	2	0.98
O=C(COc1ccccc1)Nc1ccc2c(c1)nc1n2CCSC1	13	0.87
COc1ccc2[nH]c3c(c2c1)CCN1C(=O)C(CC(=O)NC(C)(C)C)C[C@H](C(=O)N2CCCCC2)[C@@]31C (stereo not given in full)	-7	1.1
CC(C)COc1cc(=O)[nH]c(SCC(C)C)n1	8	0.92
